Compound activity deposited in PubChem by National Center for Advancing Translational Sciences (NCATS).
HBB splicing: hemoglobin beta splicing modulation. HBB splicing reporter cell assay, activation; EGFP reporter with mutant IVS2-654 intron; response scale: normalised to 500 nM splice-correcting PNA. Potency, µM (titrated, usually from 46.1 µM), for the others: at the top dose activation, usual class: activators. hit rate 0.06% among 65,000; further: potency means the concentration at half of the fitted maximal effect; 0% is about no effect
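Compounds were applied for 2 days to HeLa EGFP-654 cells, 500/well in Optimem with 2% FCS. The reporter's EGFP is disrupted by mis-splicing of beta-globin intron IVS2-654. Readout: summed well GFP fluorescence from 488 nm laser scanning; reference was 500 nM antisense […] 654 PNA.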
Hsp90 Hop PPI: changes Hsp90-Hop TPR2A binding signal, up or down. AlphaScreen TPR2A-His6 binding biotin-Hsp90 C-terminal peptide. Potency, µM (series often up to 57 µM), inactives show at the top dose activity change, negative = inhibition. hit rate 0.44% among 71,000; active means well fitted curve in either direction with a large enough effect; inconclusive means small, poorly fitted or top-dose-only effect, or another doubt; further: potency means the concentration at half of the fitted maximal effect; on the % scale 0 is the no-effect control and ±100 the full control effect; many of its hits are not listed in these tables
DNA Pol III inh: blocks replication by bacterial DNA polymerase III holoenzyme; reconstituted DNA polymerase III holoenzyme replication, biochemical; Potency, µM (series often up to 57.1 µM), for the others: top-dose activity change, negative = inhibition; hit rate 0.25% among 71,000; AID 603; further: potency means the concentration at half of the fitted maximal effect; on the % scale 0 is the no-effect control and ±100 the full control effect
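Reconstituted *E. coli* holoenzyme (0.35 nM Pol III, 1 nM beta, 154 nM SSB, 2 nM primase) was preincubated with compound for 15 min at RT. Synthesis on 1.4 nM ssM13Gori ran 35 min, then was stopped with PicoGreen/EDTA and read as dsDNA fluorescence.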
CRE Fsk mod: alters forskolin-stimulated CRE reporter signaling in CHO cells. CHO CRE-bla reporter (cAMP response element driving beta-lactamase), forskolin EC10, beta-lactamase ratio. Potency, µM (highest dose often 38.2 µM), for inactives: at the highest dose activity change, negative = inhibition, hits mostly activators. hit rate 2.5% among 71,000. AID 662; active means well fitted activation curve with a large enough effect in the signal ratio, with a control signal flat, not every such curve was filed as active; inconclusive means small, poorly fitted or top-dose-only effect, or effect the other way, or a change in a side signal; the % refers to the signal ratio; further: potency means the concentration at half of the fitted maximal effect; % of control where 0% means no effect
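Forskolin analogue NKH 477 at EC10 stimulated CRE-driven beta-lactamase in CHO cells alongside compound dilution series. Beta-lactamase was measured with CCF4, excitation 405 nm, emission ratio 460/530 nm.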
15-hLO inh: blocks human 15-lipoxygenase activity. hit rate 1.4% among 74,000. P16050. Potency, µM (top dose mostly 57.1 µM), inactives show top-dose activity change, negative = inhibition, most hits filed as inhibitors. purified 15hLO-1, xylenol orange hydroperoxide absorbance; further: potency means the concentration at half of the fitted maximal effect; on the % scale 0 is the no-effect control and ±100 the full control effect; nearly all actives have a fitted effect of over 55% in size
Target sequence (P16050 whole entry, looked up): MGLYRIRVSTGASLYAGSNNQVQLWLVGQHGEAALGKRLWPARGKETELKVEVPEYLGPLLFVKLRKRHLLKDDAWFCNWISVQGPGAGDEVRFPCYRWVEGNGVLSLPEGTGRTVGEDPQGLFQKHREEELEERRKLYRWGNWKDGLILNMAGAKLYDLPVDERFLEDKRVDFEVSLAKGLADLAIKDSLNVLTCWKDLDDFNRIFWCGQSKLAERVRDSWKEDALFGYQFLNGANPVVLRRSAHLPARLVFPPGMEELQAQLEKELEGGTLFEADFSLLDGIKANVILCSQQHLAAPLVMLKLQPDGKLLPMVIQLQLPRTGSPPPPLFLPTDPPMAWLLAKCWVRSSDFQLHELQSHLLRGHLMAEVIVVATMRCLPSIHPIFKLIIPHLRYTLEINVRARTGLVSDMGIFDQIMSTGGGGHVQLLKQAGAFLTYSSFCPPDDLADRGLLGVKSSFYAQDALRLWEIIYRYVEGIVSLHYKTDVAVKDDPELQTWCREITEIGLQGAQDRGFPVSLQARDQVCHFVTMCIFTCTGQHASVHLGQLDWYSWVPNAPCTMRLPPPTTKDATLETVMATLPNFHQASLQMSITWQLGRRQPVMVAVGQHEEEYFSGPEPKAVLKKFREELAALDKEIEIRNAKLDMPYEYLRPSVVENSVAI
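Purified human 15hLO-1 (40 nM) in 25 mM Hepes pH 7.5, 0.01% Triton X-100, preincubated 15 min RT with compound, then 50 uM arachidonic acid for 6 min. Hydroperoxide read by ferrous/xylenol orange, 30 min; 573/405 nm absorbance ratio gave progress.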
HADH2 inhib: HADH2 (human) dehydrogenase inhibition | Q99714 | recombinant HADH2, NADH fluorescence, beta-hydroxybutyryl-CoA | Potency, µM (series often up to 57.1 µM), without a hit: at the highest dose activity change, negative = inhibition, actives largely listed as inhibitors | hit rate 3.4% among 73,000 | AID 886; further: potency means the concentration at half of the fitted maximal effect; on the % scale 0 is the no-effect control and ±100 the full control effect; nearly all actives have a fitted effect of over 60% in size; many of its hits are not listed in these tables
Target sequence (Q99714 whole entry, looked up, one chain of several): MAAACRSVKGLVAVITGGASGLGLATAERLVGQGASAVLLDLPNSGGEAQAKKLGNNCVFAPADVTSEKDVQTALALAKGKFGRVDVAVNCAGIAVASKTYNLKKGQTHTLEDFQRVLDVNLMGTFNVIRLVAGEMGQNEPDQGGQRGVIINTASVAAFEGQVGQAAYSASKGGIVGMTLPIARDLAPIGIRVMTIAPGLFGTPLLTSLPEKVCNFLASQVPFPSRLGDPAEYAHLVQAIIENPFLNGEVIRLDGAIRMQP
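His-tagged recombinant enzyme from E. coli, 20 nM, preincubated 15 min RT with compound; reaction started with 1 mM NAD+ and 90 uM beta-hydroxybutyryl-CoA in 100 mM Tris-HCl pH 9.0. NADH fluorescence (ex 360/em 450) read over 4 min; last-minus-first difference.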
BRCT PPI green: BRCA1 BRCT-phosphoprotein interaction inhibition; Potency, µM (top dose mostly 76.9 µM), inactives show top-dose activity change, negative = inhibition, hits mostly inhibitors; BRCA1 BRCT-phosphopeptide binding, green fluorescence polarization; hit rate 0.05% among 75,000; AID 875;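 further: potency means the concentration at half of the fitted maximal effect; plate controls were peptide without protein for full effect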
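Compounds were incubated for 12 min at room temperature with a complex of 100 nM fluorescein-tagged pBACH1 decapeptide and 250 nM His-tagged BRCT protein. Buffer was phosphate pH 7.3 with EDTA, DTT and Tween 20. Disruption of binding lowers the polarization signal.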
Ub-GFP proteasome: ubiquitin-GFP accumulation via proteasome inhibition | Potency, µM (titrated, usually from 45.9 µM), for the others: at the top dose activation (GFP accumulation), most hits filed as activators | 67,000 tested, under 10 active | AID 526 | Ubiquitin-GFP reporter cells, proteasome inhibition, GFP fluorescence; response scale: untreated = 0%, 10 µM MG-132 = 100%; active means well fitted activation curve with a large enough effect, not every such curve was filed as active; inconclusive means small, poorly fitted or top-dose-only effect, or another doubt; inactive means no such curve, though single readings can be large or run the other way; further: potency means the concentration at half of the fitted maximal effect
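Reporter cells (U2OS, ubiquitin-G76V-GFP fusion) are plated overnight, then treated 4 hr at 37 °C with compound titrations from 46 uM down to 2.9 nM. Activity is scaled against untreated cells and 10 uM MG-132.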
BRCT inh red: inhibitors of human BRCA1 BRCT-phosphoprotein interaction (red fluorophore). BRCT-phosphopeptide binding, red fluorescence polarization. Potency, µM (titrated, usually from 76.9 µM), inactives show at the highest dose activity change, negative = inhibition, hits mostly inhibitors. hit rate 0.03% among 75,000. AID 892; further: on the % scale 0 is the no-effect control and ±100 the full control effect
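Rhodamine-labelled pBACH1 10-mer (100 nM) bound to BRCT domain (100 nM) at pH 7.3; compounds incubated 12 min room temperature, polarization read. Free peptide defines full inhibition; unlabelled decapeptide titrated as control.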
GFP derepression: derepresses silenced GFP locus in mouse C127i cells; mouse C127i GFP locus derepression, cytometry, 30 h; hit rate 0.09% among 68,000; Potency, µM (series often up to 46.1 µM), for the others: top-dose GFP derepression (activation); further: % of control where 0% means no effect
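Murine C127i mammary cells carrying a silenced, stably integrated CMV-driven GFP reporter were treated with compound for 30 hours at 37 C. After PBS washes, GFP-positive cells were counted by laser-scanning microplate cytometry.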
USP2a inh: inhibitors of human ubiquitin-specific protease USP2a; AID 927; O75604; USP2a enzymatic assay, qHTS inhibition; hit rate 0.1% among 60,000; Potency, µM (highest dose often 38.3 µM), inactives show at the top dose activity change, negative = inhibition, actives largely listed as inhibitors;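 further: potency means the concentration at half of the fitted maximal effect; nearly all actives have a fitted effect of over 60% in size; plate controls were DMSO for no effect and NEM full inhibition control for full effect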
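USP2 core (20nM final) preincubated 30 min RT with compound, then Ub-PLA2 20nM and NBD C6-HPC 20uM final added; buffer 20mM Tris-HCl pH 8.0, 2mM CaCl2. Fluorescence Ex 460/Em 535 read at 0 and 2.5 h; normalized to NEM.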
The depositor's hits bear a star; ? = inconclusive; nt = no result given; [ ] = dose if it differs, or a comment. Unless noted, the call rests on the fitted dose curve; in most records, active means well fitted curve in the direction sought with a large enough effect; inconclusive means small, poorly fitted or top-dose-only effect, or another doubt; inactive means no such curve, though single readings can be large; an effect the other way counts as inactive or inconclusive.

SMILES	HBB splicing	Hsp90 Hop PPI	DNA Pol III inh	CRE Fsk mod	15-hLO inh	HADH2 inhib	BRCT PPI green	Ub-GFP proteasome	BRCT inh red	GFP derepression	USP2a inh
CCOC(=O)c1ccc(-c2c(C(=O)OCC)oc3cc(O)c(CC)cc3c2=O)o1	-3.5%[57.5 µM]	?	4%	?	-4%	6.3µM*	-0.3%	3%	1.5%	-2%	5%
Nc1nonc1-c1nc2ccccc2n1CC(=O)N1CCCCC1	nt	-2%	-3%	2%	7%	10%	-0.1%	-1%	-1.1%	-1%	3%
Cc1cc(C(F)F)n2nc(C(=O)Nc3ccc(S(=O)(=O)N4CCCCCC4)cc3)nc2n1	-0.8%	-4%	3%	7%	-1%	?	-1.1%	0%	-0.3%	-3%	17%
O=c1oc2c(CN3CCOCC3)c(O)ccc2c2c1CCCC2	0.2%[57.5 µM]	1%	-11%	10µM*	1%	221%[activator]	-0.4%	0%	-1.4%	0%	-7%
COc1ccc(-n2c(=O)c(C)nc3cncnc32)cc1	0.0%	-7%	-7%	?	?	2%	-0.8%	-6%	-0.3%	2%[9.22 µM]	12%
Cc1ccc(CSC2=Nc3ccccc3C3=NC(CCC(=O)NCc4ccco4)C(=O)N23)cc1 (configuration not stated)	-2.0%	-10%	-2%	?	?	-28%	3.2%	-1%	-0.5%	-2%	44%[activator]
CCCc1nnc(NC(=O)c2ccncc2)s1	1.6%[0.0738 µM]	0%[11 µM]	-5%[11.4 µM]	?	4%[11.4 µM]	-5%[11.4 µM]	-0.2%	0%[9.17 µM]	-0.3%	-4%	2%[7.66 µM]
O=C(NCc1cccnc1)c1ccc(S(=O)(=O)N2CCOCC2)cc1	-0.3%	-1%	-6%	-4%	-2%	2%	-2.2%	3%	-0.2%	0%	-6%
O=C(O)CCCN1C(=O)NC2NC(=O)NC21 (configuration not stated)	2.5%	-1%	-6%	6%	2%	-2%	1.1%	5%	-0.6%	0%	-5%
Cn1c(=O)cc(OCCCC(=O)Nc2ccc3c(c2)OCCO3)c2ccccc21	0.1%	?	1%	?	2%	16%	-2.5%	10%	-1.5%	1%	-7%
COc1ccc(NS(=O)(=O)c2cc(C)ccc2OC)cc1OC	0.0%	-5%	-6%	9%	-3%	15%	1.3%	-5%	-1.3%	2%	8%
COc1ccc(OC)c(C(=O)CSc2nnc(Cc3cccs3)n2C)c1	-1.4%	-5%	-4%	?	7%	-5%	-4.5%	2%	-0.1%	-3%	14%
Cc1c(C(=O)OCC(=O)c2ccc3c(c2)OCCO3)oc2ccccc12	-0.1%[57.5 µM]	9%	10%	4%	1%	4%	2.7%	0%	0.5%	0%	36%[activator]
CC(=O)N1c2ccccc2NC2=C(C(=O)CCC2)C1c1cccnc1 (configuration not stated)	-1.7%	-5%	-2%	?	3%	45%[activator]	3.4%	-2%	-5.3%	0%	1.6µM*
CCOc1ccc(C2=Nn3cnnc3SC2)cc1	-2.9%[57.5 µM]	-1%	-4%	15%	-5%	-4%	-4.8%	0%	-0.6%	0%	0%
CC(C)Cn1c(-c2ccc(Cl)cc2)cnc1SCC(=O)N1CCOCC1	0.4%[57.5 µM]	?	-14%	-2%	-3%	18%	-0.2%	3%	-1.5%	1%	13%
CSc1ccccc1NC(=O)c1cccnc1	-1.2%	-3%	0%	-3%	?	-10%	-2.0%	2%	-0.5%	-6%	-5%
CCn1c(SCC(=O)Nc2nnc(C)s2)nc2c(c1=O)SC(C)C2 (configuration not stated)	0.0%	-2%	-8%	?	-4%	5%	3.4%	-8%	-2.2%	nt	nt
C=CCn1c(=O)c2ccccc2n2c(SC(C)C(=O)Nc3nc(-c4ccccc4)cs3)nnc12 (configuration not stated)	-1.1%	-5%	-6%	1%	-5%	-7%	-1.1%	-2%	1.5%	0%	36%[activator]
NC(=O)c1c(NC(=O)CN2C(=O)CCC2=O)sc2c1CCCCC2	-0.1%	0%	-3%	-1%	-12%	?	-1.9%	-5%	1.1%	nt	nt
COc1cc(OC)c(NS(=O)(=O)c2coc(C(N)=O)c2)cc1Cl	-2.4%	-4%	3%	4%	0%	-8%	-0.4%	6%	-1.3%	2%	nt
Cc1ccc(-n2c(C)cc(C(=O)COC(=O)c3c(C)noc3C)c2C)cc1	-0.2%[57.5 µM]	6%	5%	-12%	5%	-7%	-1.4%	8%	-0.5%	-3%	-13%
COc1ccc(NC(=O)CSc2nnc(-c3ccccc3)n2N)cc1	nt	-4%	-5%	-6%	?	10%	-0.5%	6%	-1.2%	-1%	-3%
CN(Cc1ccccc1)c1nc2c(c(=O)[nH]c(=O)n2C)n1CCSc1nc2ccccc2[nH]1	-2.4%	-4%	-6%	?	-1%	5%	1.4%	-3%	0.0%	-3%	18%
CCN1C(=O)CC(N2CCC(C(=O)OC)CC2)C1=O (configuration not stated)	-1.4%	-2%	3%	-4%	9%	-2%	-3.0%	3%	-0.3%	-2%	16%

A section taken from the entries so far, as a working copy:
SMILES	HBB splicing	Hsp90 Hop PPI	DNA Pol III inh	CRE Fsk mod	15-hLO inh	HADH2 inhib	BRCT PPI green	Ub-GFP proteasome	BRCT inh red	GFP derepression	USP2a inh
COc1ccc(NC(=O)CSc2nnc(-c3ccccc3)n2N)cc1	nt	-4%	-5%	-6%	?	10%	-0.5%	6%	-1.2%	-1%	-3%
CN(Cc1ccccc1)c1nc2c(c(=O)[nH]c(=O)n2C)n1CCSc1nc2ccccc2[nH]1	-2.4%	-4%	-6%	?	-1%	5%	1.4%	-3%	0.0%	-3%	18%
CCN1C(=O)CC(N2CCC(C(=O)OC)CC2)C1=O (configuration not stated)	-1.4%	-2%	3%	-4%	9%	-2%	-3.0%	3%	-0.3%	-2%	16%

Remaining list, next part:
SMILES	HBB splicing	Hsp90 Hop PPI	DNA Pol III inh	CRE Fsk mod	15-hLO inh	HADH2 inhib	BRCT PPI green	Ub-GFP proteasome	BRCT inh red	GFP derepression	USP2a inh
CC(C)(C)NC(=O)C(c1ccc(OCC(N)=O)cc1)N(C(=O)c1cccnc1)C1CC1 (configuration not stated)	-2.1%	-3%	-7%	-1%	13%	7%	-1.0%	-1%	0.9%	6%	3%
Cc1csc(NC(=O)CSc2nnc(-c3ccoc3C)o2)n1	4.0%	-3%	-6%	5%	19%	5%	0.1%	4%	0.0%	5%	12%
OC(CN1CCN(c2ccccc2)CC1)c1ccc2c(c1)CCN2 (configuration not stated)	1.0%	-9%	2%	-20%	5%	9%	-0.7%	14%	-1.1%	nt	nt
Cc1ccc(NC(=O)NC(=O)CN2C(=O)NC3(CCc4ccccc43)C2=O)c(C)c1 (configuration not stated)	-4.6%	-7%	-7%	?	8%	3%	-0.1%	-6%	-3.8%	0%	35%[activator]
CCN(CC)S(=O)(=O)c1cccc(C(=O)NC(C(=O)NC2=NCCS2)C(C)C)c1 (configuration not stated)	-1.0%	-1%	-4%	6%	10%	1%	-0.7%	-2%	-0.2%	-2%	4%
COCC(=O)N1CCCc2ccccc21	1.4%	-4%	-2%	-5%	5%	-6%	-0.6%	-4%	0.1%	-3%	-8%
N/N=C1/CC(=O)NC(=O)N1	-0.7%[9.22 µM]	-1%[11 µM]	3%[11.4 µM]	?	5%[11.4 µM]	28%[11.4 µM]	1.6%[15.4 µM]	-4%[9.17 µM]	-0.6%[15.4 µM]	5%[9.22 µM]	nt
Cc1sc(NC(=O)CSc2nnc(COc3ccc(Cl)cc3)n2C)c(C#N)c1C	-0.1%[57.5 µM]	?	-9%	?	-17%	19%	10%	-2%	3.5%	-2%	-11%
COc1ccc(NC(=O)CN2CCC(C)CC2)cc1	-0.7%	-5%	-4%	3%	3%	2%	-0.5%	0%	1.0%	-3%	3%
COCCNC(=O)C(c1ccc(C)o1)N(Cc1ccc(F)cc1)C(=O)Cn1nnc2ccccc21 (configuration not stated)	nt	-5%	1%	-6%	7%	4%	-0.3%	-4%	0.1%	-1%	33%[activator]
COc1ccccc1C1NC(=O)CS1 (configuration not stated)	-0.7%	-2%	-4%	-3%	7%	-5%	-0.4%	-9%	-1.6%	-2%	-2%

The list is partial; the hit share may differ from the screen's.
